DLD1 CTGF mRNA – reduction of CTGF mRNA in DLD1 cells – DLD1 colon cancer cells, RT-qPCR, single point, primary screen (AID 743449) | DLD1 CTGF mRNA qPCR, 24 h; hits give high values | inhibition, % at 12.5 µM | hit rate 0.9% among 9,900;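 active = mean normalized replicate activity at least 50 and at least half of replicates each reaching 50; inconclusive = only one of the two criteria met; inactive = neither criterion met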;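 also: 0% = neutral control wells and 100% = dasatinib control wells; higher means stronger suppression of CTGF expression like dasatinib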
Pax4 gene expression – Pax4 mRNA upregulation in alpha cells – RT-PCR, mouse alpha TC1 cells, single point, primary screen (AID 1053180). mouse alpha TC1 cells, Pax4 mRNA qPCR, 6 days; hits give high values; 100% = Pax4 plasmid added at qPCR. activation, % at 10 µM. hit rate 0.2% among 9,600;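 active = highest normalized replicate activity of 15 or more, or at least half the replicates reach 15 or more; inactive = neither condition met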;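 also: pax4 Ct normalized to GAPDH with activation seen as lower delta delta Ct; plate controls were plate neutral control wells for no effect and Pax4 plasmid positive control for full effect; each compound tested in two replicate wells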
Active calls of the source: *; ? = inconclusive; nt = no result given. Only part of the results is shown; the hit share may differ from the screen's.

entry	SMILES	Pax4 gene expression	DLD1 CTGF mRNA
1	COCCNC(=O)C[C@H]1CC[C@H]2[C@@H](COc3ccc(NC(=O)Nc4cccc(F)c4)cc3C(=O)N2C)O1	0.0	-51
2	Cc1noc(C)c1NC(=O)Nc1ccc2c(c1)C(=O)N(C)[C@H]1CC[C@H](CC(=O)Nc3ccc4c(c3)CCCC4)O[C@@H]1CO2	0.0	-121
3	CC(C)[C@@H]1C/C=C\C[C@@H](c2ccc(F)cc2)NC(=O)[C@H](C)CC(=O)N1	0.0	-13
4	COc1ccc(S(=O)(=O)Nc2ccc3c(c2)C(=O)N([C@H](C)CO)C[C@H](C)[C@@H](CN(C)Cc2ccc(C(F)(F)F)cc2)OCCCC[C@@H](C)O3)cc1	0.1	6
5	CC(C)N(C[C@@H]1[C@@H](c2ccccc2)[C@@H](CO)N1S(C)(=O)=O)C(=O)CN(C)C	0.0	18
6	CCc1cnc(N2[C@H](CO)[C@H](c3ccccc3-c3ccccc3C)[C@@H]2C#N)s1	0.1	-25
7	CNC[C@@H]1OCc2cn(nn2)CCCC(=O)N([C@H](C)CO)C[C@@H]1C	0.0	-7
8	COc1cccc(C#Cc2ccc3c(c2)O[C@H](CN(C)C(=O)CN2CCOCC2)[C@H](C)CN([C@H](C)CO)S3(=O)=O)c1	0.0	20
9	O=C(NCc1cc(F)cc(F)c1)[C@@H]1[C@@H](CO)[C@@H]2Cn3c(cccc3=O)[C@H]1N2	0.0	21
10	CN1C(=O)c2cc(NC(=O)Nc3ccccc3Cl)ccc2OC[C@H]2O[C@@H](CC(=O)NCCCN3CCOCC3)CC[C@H]21	0.0	-29
11	C[C@@H]1CN([C@H](C)CO)C(=O)c2cc(NC(=O)C3CCCCC3)ccc2O[C@@H](C)CCCCO[C@H]1CN(C)C(=O)CCC(F)(F)F	0.0	22
12	COc1cc(CN2CC3(CCN(S(=O)(=O)c4cn(C)cn4)CC3)c3c(n(C)c4cc(OC)ccc34)[C@H]2CO)cc(OC)c1	0.0	10
13	C[C@@H]1CN([C@@H](C)CO)C(=O)CCCn2cc(nn2)CO[C@@H]1CN(C)C(=O)c1ccc(N2CCN(C)CC2)cc1	0.0	5
14	O=C(NCC1CCCCC1)[C@@H]1[C@@H](CO)[C@@H]2Cn3c(cccc3=O)[C@H]1N2C(=O)c1ccncc1	0.0	14
15	O=C(C[C@H]1C=C[C@@H](NC(=O)c2ccc3c(c2)OCO3)[C@H](CO)O1)NC1Cc2ccccc2C1	0.0	-1
16	CN(C)CC(=O)N1[C@H](C(=O)NC2CCC2)[C@@H](CO)[C@@H]2Cn3c(ccc(-c4cccc(F)c4)c3=O)[C@@H]21	0.0	-2
17	CCC(=O)N1C[C@H](C)[C@@H](OC)CN(C)C(=O)c2ccc(NC(=O)CC(F)(F)F)cc2OC[C@@H]1C	0.0	-10
18	COc1ccc(CN(C)C[C@@H]2OCCCC[C@H](C)Oc3ccc(NC(=O)C4CCCCC4)cc3C(=O)N([C@H](C)CO)C[C@H]2C)cc1	0.1	0
19	Cc1noc(C)c1S(=O)(=O)Nc1ccc2c(c1)CC(=O)N([C@@H](C)CO)C[C@H](C)[C@@H](CN(C)Cc1ccc(Oc3ccccc3)cc1)O2	0.0	6
20	CCS(=O)(=O)Nc1ccc2c(c1)C(=O)N(C)[C@H]1CC[C@@H](CC(=O)NCc3ccc(OC)cc3)O[C@H]1CO2	0.0	10
21	COc1ccc2c3c(n(C)c2c1)[C@H](CO)N(CC1CCOCC1)CC31CCN(C(=O)CN(C)C)CC1	0.0	-8
22	CN1C(=O)c2cc(NC(=O)Nc3ccc(Cl)cc3)ccc2OC[C@@H]2O[C@@H](CC(=O)NCCN3CCCCC3)CC[C@H]21	0.0	-17
23	COCC#Cc1ccc([C@H]2[C@H]3CN(C(=O)c4ccncc4)CC(=O)N3[C@H]2CO)cc1	0.0	-39
24	C[C@H](CO)N1C[C@H](C)[C@H](CN(C)Cc2ccc(-c3ccccc3)cc2)Oc2ccc(N(C)C)cc2CC1=O	0.0	-10
25	COc1ccccc1NC(=O)N1[C@H](C#N)[C@@H](c2ccccc2)[C@@H]1CO	0.0	-1
26	O=C(Cc1cccnc1)N1[C@H](CO)[C@H](c2ccccc2)[C@H]1CNCC1CCC1	0.0	-10
27	CCCNC(=O)C[C@@H]1CC[C@@H]2[C@@H](COc3ccc(NC(=O)CC)cc3C(=O)N2C)O1	0.0	-62
28	O=C(Cc1ccccc1)N1CC(=O)N2[C@H](CO)[C@@H](c3ccc(-c4ccc(F)cc4)cc3)[C@@H]2C1	1.5	-62
29	Cc1cccc(S(=O)(=O)N2CC[C@@H]3[C@@H](CO)Nc4ccc(-c5ccccc5F)cc4[C@@H]32)c1	0.0	-6
30	O=C(C[C@@H]1CC[C@@H]2[C@H](COC[C@@H](O)CN2Cc2nccs2)O1)NCc1ccccc1Cl	0.0	1
31	CCc1nc(N2[C@@H](C#N)[C@@H](c3ccccc3-c3ccccc3C)[C@@H]2CO)sc1C	0.0	-3
32	Cc1noc(C)c1NC(=O)N(C)C[C@@H]1Oc2ccc(NC(=O)CCCN(C)C)cc2C(=O)N([C@@H](C)CO)C[C@@H]1C	0.0	-28
33	COCC(=O)N1[C@H](CO)[C@@H](c2ccc(C#CCC3CCCC3)cc2)[C@@H]1C#N	0.0	0
34	CO[C@@H](CN(C)C(=O)c1ccccc1F)[C@H](C)CN([C@@H](C)CO)S(=O)(=O)c1ccc(F)cc1	0.1	-10
35	Cc1noc(C)c1NC(=O)N(C)C[C@H]1Oc2ccc(NC(=O)CCCN(C)C)cc2C(=O)N([C@@H](C)CO)C[C@H]1C	0.0	-2
36	CCCNC(=O)C[C@H]1CC[C@H]2[C@@H](COC[C@@H](O)CN2Cc2ccncc2)O1	0.0	-6
37	COc1cccc(S(=O)(=O)N2CCCCN3[C@H](C2)[C@H](c2ccc(C#CCC(C)C)cc2)[C@@H]3CO)c1	0.1	-7
38	O=C(c1ccccc1)N1C[C@H]2[C@@H](c3ccccc31)[C@@H](CO)N2Cc1ccccn1	0.0	4
39	COc1ccc(S(=O)(=O)Nc2ccc3c(c2)CC(=O)N([C@@H](C)CO)C[C@H](C)[C@H](CN(C)C(=O)Nc2c(C)noc2C)O3)cc1	0.0	13
40	COc1cccc(NC(=O)Nc2ccc3c(c2)C(=O)N(C)C[C@H](OC)[C@@H](C)CN(CC2CC2)[C@H](C)CO3)c1	0.3	-6
41	CCC(=O)N1C[C@@H](O)COC[C@@H]2O[C@@H](CC(=O)NC)CC[C@H]21	0.0	-10
42	CN(C)C(=O)C[C@@H]1C[C@H]2c3cc(NC(=O)Nc4ccc(F)cc4)ccc3O[C@H]2[C@H](CO)O1	0.0	29
43	COc1ccc(C#Cc2ccc([C@H]3[C@@H](CO)N4C(=O)CN(C(=O)c5ccc(F)cc5)C[C@@H]34)cc2)cc1	0.0	18
44	CCC(=O)N[C@@H]1CC[C@@H](CC(=O)NCc2ccccc2F)O[C@@H]1CO	0.0	3
45	CC(=O)N1[C@H](CO)[C@@H](c2ccccc2)[C@H]1CN(CC1CCC1)C(=O)CN(C)C	0.0	-5

Ordered by formula weight (low to high): some entries from above
entry	SMILES	Pax4 gene expression	DLD1 CTGF mRNA
44	CCC(=O)N[C@@H]1CC[C@@H](CC(=O)NCc2ccccc2F)O[C@@H]1CO	0.0	3
45	CC(=O)N1[C@H](CO)[C@@H](c2ccccc2)[C@H]1CN(CC1CCC1)C(=O)CN(C)C	0.0	-5
31	CCc1nc(N2[C@@H](C#N)[C@@H](c3ccccc3-c3ccccc3C)[C@@H]2CO)sc1C	0.0	-3
42	CN(C)C(=O)C[C@@H]1C[C@H]2c3cc(NC(=O)Nc4ccc(F)cc4)ccc3O[C@H]2[C@H](CO)O1	0.0	29
43	COc1ccc(C#Cc2ccc([C@H]3[C@@H](CO)N4C(=O)CN(C(=O)c5ccc(F)cc5)C[C@@H]34)cc2)cc1	0.0	18
39	COc1ccc(S(=O)(=O)Nc2ccc3c(c2)CC(=O)N([C@@H](C)CO)C[C@H](C)[C@H](CN(C)C(=O)Nc2c(C)noc2C)O3)cc1	0.0	13

Continued:
entry	SMILES	Pax4 gene expression	DLD1 CTGF mRNA
46	CCS(=O)(=O)N[C@@H]1CC[C@@H](CC(=O)N2CCCCC2)O[C@@H]1CO	0.0	?
47	CN1C(=O)c2cc(NS(=O)(=O)c3ccccc3F)ccc2OC[C@@H]2O[C@H](CC(=O)NC3Cc4ccccc4C3)CC[C@@H]21	0.0	-9
48	CCCNC(=O)N(C)C[C@H]1Oc2cc(C#C[C@@H](C)O)ccc2S(=O)(=O)N([C@H](C)CO)C[C@@H]1C	0.0	-24
49	COc1ccc([C@@H]2CC=CC[C@@H](C)Oc3ccccc3C(=O)N(C)[C@@H](C(C)C)C(=O)N2)c(OC)c1 (mixture of isomers)	0.0	20
50	COc1ccc2c3c(n(C)c2c1)[C@H](CO)N(Cc1nccs1)CC31CCN(C(=O)CN(C)C)CC1	0.0	5
51	COCC(=O)Nc1ccc2c(c1)C(=O)N(C)C[C@@H](OC)[C@@H](C)CN(CCc1ccccc1)[C@@H](C)CO2	0.0	-5
52	CCC(=O)N1C[C@@H](O)COC[C@@H]2O[C@@H](CC(=O)NCc3ccc(Oc4ccccc4)cc3)CC[C@H]21	0.0	-15
53	CCNC(=O)c1cc2c(c(-c3cccc(Br)c3)n1)[C@H](CCO)NC2	0.0	-10
54	CN1[C@@H](CO)[C@@H]2c3ccccc3N(C(=O)Nc3cc(F)ccc3F)C[C@@H]21	0.0	17
55	C[C@@H]1CCCCO[C@@H](CN(C)Cc2ccc(C(=O)Nc3ccccc3N)cc2)[C@@H](C)CN([C@H](C)CO)C(=O)c2cc(NC(=O)CCC(F)(F)F)ccc2O1	0.0	-39
56	CO[C@H]1CN(C)C(=O)c2cc(NC(C)=O)ccc2OC[C@@H](C)N(Cc2ccncc2)C[C@@H]1C	0.0	1
57	COc1ccc(S(=O)(=O)Nc2ccc3c(c2)C(=O)N([C@H](C)CO)C[C@@H](C)[C@@H](CN(C)C(=O)Nc2c(C)noc2C)OCCCC[C@@H](C)O3)cc1	0.0	2
58	Cc1ccc(S(=O)(=O)Nc2ccc3c(c2)CC(=O)N([C@@H](C)CO)C[C@@H](C)[C@@H](CN(C)S(=O)(=O)c2ccccc2)O3)cc1	0.0	34
59	C[C@@H]1CN([C@@H](C)CO)C(=O)c2ccccc2-c2ccccc2CO[C@@H]1CN(C)C(=O)NC1CCCCC1	0.0	39
60	COc1cccc(NC(=O)C[C@H]2CC[C@H]3[C@@H](COc4ccc(NC(=O)C5CC5)cc4C(=O)N3C)O2)c1	0.0	-19
61	Cc1noc(C)c1NC(=O)N[C@@H]1C=C[C@H](CC(=O)Nc2ccc(-c3ccccc3)cc2)O[C@H]1CO	0.0	-4
62	CN(C)CC(=O)N1[C@H](CO)[C@@H](c2ccc(-c3cccc(C(=O)N(C)C)c3)cc2)[C@@H]1C#N	0.0	12
63	COC(=O)[C@H]1[C@H](CO)[C@H]2Cn3c(ccc(-c4cncnc4)c3=O)[C@H]2N1CCC(F)(F)F	0.0	17
64	COc1ccccc1-c1ccccc1[C@H]1[C@@H](C#N)N(C(=O)C2CCOCC2)[C@@H]1CO	0.0	-18
65	COc1cccc(C(=O)Nc2ccc3c(c2)C(=O)N(C)[C@H]2CC[C@@H](CC(=O)N[C@@H](C)c4ccccc4)O[C@H]2CO3)c1	0.0	-129
66	O=C(NCC[C@H]1CC[C@@H](NS(=O)(=O)c2ccc(F)cc2)[C@@H](CO)O1)c1ccc2c(c1)OCO2	0.0	3
67	CN(C)C(=O)C[C@@H]1CC[C@H]2[C@@H](COC[C@@H](O)CN2C(=O)C2CCOCC2)O1	0.0	-14
68	CO[C@@H]1CC[C@@H]2CCOc3c(C#N)cccc3C(=O)N(C)C[C@@H](OC)[C@H](C)C(=O)N(C)C[C@@H]1O2	0.0	-17
69	O=S(=O)(c1cccc(F)c1)N1CC[C@H]2[C@H](CO)Nc3ccc(Br)cc3[C@H]21	0.0	29
70	C[C@@H]1CN([C@@H](C)CO)C(=O)c2cc(-c3cccc(C#N)c3)cnc2O[C@@H]1CN(C)C(=O)C1CCOCC1	0.0	5
71	CO[C@@H]1CN(C)C(=O)c2cc(NS(C)(=O)=O)ccc2OC[C@H](C)N(Cc2cncnc2)C[C@H]1C	0.0	2
72	O=C(N[C@@H]1C=C[C@H](CC(=O)N2CCC(Cc3ccccc3)CC2)O[C@H]1CO)c1cnccn1	0.0	-9
73	CCC(=O)N1[C@@H](CO)[C@@H](c2ccccc2)C12CN(Cc1ccccc1Cl)C2	nt	20
74	O=C(Cc1ccccn1)N1CC(=O)N2[C@H](C1)[C@@H](c1ccc(C#CCC3CCCC3)cc1)[C@@H]2CO	0.0	28
75	CN(C)C(=O)c1cccc(-c2ccc([C@H]3[C@H](CO)N4C(=O)CN(C(=O)C5CCC5)C[C@@H]34)cc2)c1	0.0	11
76	O=C(C[C@H]1C[C@@H]2c3cc(NC(=O)NC4CCCC4)ccc3O[C@@H]2[C@@H](CO)O1)NCc1ccccc1F	0.0	6
77	O=C(Nc1ccccc1F)N1CCCCN2[C@H](CO)[C@@H](c3ccc(/C=C/c4ccccc4)cc3)[C@@H]2C1	0.1	29
78	O=C(C[C@H]1CC[C@@H]2NC[C@H](O)COC[C@H]2O1)Nc1ccc(-c2ccccc2)cc1	0.0	18
79	Cc1nn(C)cc1NC(=O)C[C@H]1CC[C@@H]2[C@H](COc3ccc(NC(=O)c4cccc(F)c4)cc3C(=O)N2C)O1	0.0	17
80	COCC(=O)N1CC[C@@H]2[C@H](CO)Nc3ccc(-c4ccc(C(=O)N(C)C)cc4)cc3[C@@H]21	0.0	15
